Compound activity (PubChem BioAssay)
AmpC no deterg: inhibitors of E. coli AmpC beta-lactamase without detergent; P00811; AID 485341; AmpC nitrocefin hydrolysis, absorbance 480 nm, 0.0001% Triton; Potency, µM (highest dose often 57.1 µM), for inactives: top-dose activity change, negative = inhibition, hits mostly inhibitors; actives 0.52% (n = 330,000);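 note: potency is the fitted concentration of half-maximal effect; plate controls were no compound for no effect and no enzyme for full effect; nearly all actives have a fitted effect of over 20% in size; some results filed as inactive show a strong effect at the top dose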
Target sequence (P00811 whole entry, looked up): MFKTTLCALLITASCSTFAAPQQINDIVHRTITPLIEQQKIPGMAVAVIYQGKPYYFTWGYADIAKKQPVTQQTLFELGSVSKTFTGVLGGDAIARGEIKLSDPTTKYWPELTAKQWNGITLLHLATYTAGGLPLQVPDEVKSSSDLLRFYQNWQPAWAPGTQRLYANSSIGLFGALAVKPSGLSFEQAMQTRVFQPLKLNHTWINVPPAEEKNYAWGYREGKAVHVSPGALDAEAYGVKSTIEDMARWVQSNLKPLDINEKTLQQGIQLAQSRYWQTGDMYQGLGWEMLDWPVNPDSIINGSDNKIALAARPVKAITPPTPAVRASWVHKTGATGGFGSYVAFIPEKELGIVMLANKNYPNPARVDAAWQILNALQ
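AmpC (5.3 nM in the dispensed reagent) in 20 mM phosphate pH 7.0 with 0.01% (detergent screen) or 0.0001% Triton X-100 was preincubated with compounds for 15 min at room temperature. Nitrocefin was then added from an 800 uM solution, and hydrolysis was followed at 480 nm.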
AMA1 RON2 block: inhibitors of Plasmodium falciparum AMA1-RON2 interaction; AlphaScreen AMA1-biotinylated RON2 peptide binding; Potency, µM (highest dose often 58.2 µM), for the others: at the top dose activity change, negative = inhibition, hits mostly inhibitors; actives 0.2% (n = 360,000); AID 720542;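 note: potency is the fitted concentration of half-maximal effect; 0% = vehicle wells and -100% = peptide control; nearly all actives have a fitted effect of over 45% in size; some results filed as inactive show a strong effect at the top dose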
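AMA1 (3D7) with his tag at 25 nM final met compounds first, then biotinylated RON2 peptide at 25 nM; detection used donor plus acceptor beads, 10 µg/mL apiece, read by AlphaScreen after 30 min at room temperature.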
HCMV antiviral: human cytomegalovirus inhibition; HFF cells, HCMV-luciferase reporter, 72 h; active compounds read low; activity change, negative = inhibition, % at 57.5 µM; actives 4.5% (n = 410,000); AID 1259415; in the data active = activity change below about -60%; inconclusive = no clear call, values can overlap the other calls; inactive = above about -39%
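Two compound doses tested in HFFs infected with HCMV-luciferase, MOI 1 PFU/cell, 72 h at 37C. Lysate luminescence read with OneGlo; data normalized against buffer-only and 10uM Salinomycin inhibitor controls.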
LmPK inh: blocks Leishmania mexicana pyruvate kinase activity. Q27686. purified LmPK, Kinase-Glo ATP luminescence, 1 h. Potency, µM (doses to about 57.5 µM), for inactives: at the top dose activity change, negative = inhibition, most hits filed as inhibitors. actives 0.37% (n = 290,000). AID 1721; note: potency is the fitted concentration of half-maximal effect
Target sequence (Q27686 whole entry, looked up): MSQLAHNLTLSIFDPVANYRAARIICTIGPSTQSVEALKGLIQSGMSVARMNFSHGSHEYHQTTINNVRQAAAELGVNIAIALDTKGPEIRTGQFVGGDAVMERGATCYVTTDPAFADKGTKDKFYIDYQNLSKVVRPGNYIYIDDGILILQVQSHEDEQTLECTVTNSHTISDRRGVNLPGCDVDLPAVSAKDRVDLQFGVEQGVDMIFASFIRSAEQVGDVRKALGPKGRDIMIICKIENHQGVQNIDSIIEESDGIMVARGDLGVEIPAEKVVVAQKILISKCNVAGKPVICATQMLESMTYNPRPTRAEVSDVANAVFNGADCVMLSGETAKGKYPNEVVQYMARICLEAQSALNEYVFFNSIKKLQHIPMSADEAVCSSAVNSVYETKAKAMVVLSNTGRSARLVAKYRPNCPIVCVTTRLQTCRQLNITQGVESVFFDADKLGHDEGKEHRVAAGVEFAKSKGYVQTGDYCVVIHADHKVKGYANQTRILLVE
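Pyruvate kinase activity monitored as ATP production (luciferase luminescence). Conditions: 0.1 nM enzyme, 0.5 mM PEP, 0.1 mM ADP, 1 h, RT; normalized against uninhibited and no-enzyme wells.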
AmpC inh detg: inhibitors of E. coli AmpC beta-lactamase with detergent; AID 485294; AmpC hydrolysis of nitrocefin, absorbance 480 nm, 0.01% Triton; Potency, µM (titrated, usually from 114 µM), for inactives: at the top dose activity change, negative = inhibition, actives largely listed as inhibitors; actives 0.041% (n = 370,000); P00811;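 note: potency is the fitted concentration of half-maximal effect; 0% = no-compound wells and -100% = no-enzyme wells; nearly all actives have a fitted effect of over 25% in size; some results filed as inactive show a strong effect at the top dose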
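AmpC (5.3 nM in the dispensed reagent) in 20 mM phosphate pH 7.0 with 0.01% (detergent screen) or 0.0001% Triton X-100 was preincubated with compounds for 15 min at room temperature. Nitrocefin was then added from an 800 uM solution, and hydrolysis was followed at 480 nm.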
Sm TGR inh: S. mansoni TGR enzyme inhibition; actives 3% (n = 360,000); Potency, µM (highest dose often 114 µM), inactives show at the highest dose activity change, negative = inhibition, hits mostly inhibitors; AID 485364; purified TGR, DTNB reduction, TNB absorbance 405 nm; note: potency is the fitted concentration of half-maximal effect; nearly all actives have a fitted effect of over 60% in size
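Kinetic colorimetric format: TGR-catalysed, NADPH-driven DTNB reduction monitored via TNB absorbance. Enzyme dispensed at 20 nM; compound exposure 15 min at room temperature before reaction start.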
TbPYK inhibitor: T. brucei pyruvate kinase inhibition. Q57TT1. Potency, µM (highest dose often 76.8 µM), without a hit: top-dose activity, negative = inhibition, hits mostly inhibitors. TbPYK enzyme, Kinase-Glo Plus ATP luminescence, 45 min. AID 624173. actives 0.12% (n = 410,000); note: potency is the fitted concentration of half-maximal effect; nearly all actives have a fitted effect of over 50% in size
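Quantitative HTS: titrated library compounds versus trypanosomal pyruvate kinase in TEA buffer (pH 7.2) containing KCl, MgCl2, BSA and Tween-20. Reactions were initiated with ADP, 130 uM final. Kinase-Glo Plus luminescence was read after 45 min at RT.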
* marks the source's active call; other numbers are inactive results; u = inconclusive; x = not tested or not shown; & = joins results of further samples; [ ] = remark or other dose. Unless noted, calls come from the whole dose curve; as a rule, active = well fitted curve in the direction sought with a large enough effect; inconclusive = small, poorly fitted or top-dose-only effect, or another doubt; inactive = no such curve, though single readings can be large; an effect the other way counts as inactive or inconclusive. Unless noted, % is set by controls: 0 for no effect and ±100 for the full control effect.

No.	SMILES	AmpC no deterg	AMA1 RON2 block	HCMV antiviral	LmPK inh
1	COc1ccc(NC(=O)CSc2oc(-c3ccco3)nc2S(=O)(=O)c2ccc(Br)cc2)c(OC)c1	x	x	2	x
2	CC1(C)Cc2c(sc3c2c(=O)n(-c2cccc(Cl)c2)c(=O)n3CC(N)=O)CO1	-4%	-2%	14	0%
3	COc1ccc(-c2nnc3ccc(SC)nn23)cc1	16%	20%	10	5%
4	COc1ccc(CC(=O)Oc2ccccc2C)cc1S(=O)(=O)N1CCOCC1	42%	9%	u	x
5	COc1ccc(-c2n[nH]c(=S)n2C2CCCCC2)cc1	-28%	122%[activator]	-14	4.5µM*
6	CCc1noc(C)c1C(=O)OCC(=O)c1ccccc1OC	-10%	4%	17	5%
7	CCN(C(=O)CSc1nnc(C)n1-c1ccccc1)C1CCS(=O)(=O)C1 (stereo not given)	-17%	-24%	-21	8%
8	COc1ccc(NC(=O)c2ccc(-c3ccc(C(C)=O)cc3)o2)cn1	-5%	-2%	-5	x

No.	AmpC inh detg	Sm TGR inh	TbPYK inhibitor
1	4%	-25%	2%
2	4%	1%	-1%
3	-7%	9%	7%
4	-13%	3%	-3%
5	1%	89µM*	u
6	u	-8%	-1%
7	-1%	3%	3%
8	6%	-24%	2%

Next compounds:
No.	SMILES	AmpC no deterg	AMA1 RON2 block	HCMV antiviral	LmPK inh
9	CC(C)Cn1c(=O)c(CCC(=O)Nc2ccc(N3CCOCC3)cc2)nc2cc(Cl)ccc21	0%	1%	-4	10%
10	N/C(=N\OC(=O)c1ccc2c(c1)OCO2)c1ccncc1	-2%	-9%	14	25µM*
11	CCOC(=O)C1(Cc2cccc(OC)c2)CCCN(S(=O)(=O)CC)C1 (stereo not given)	31%	-4%	47	0%
12	CC(C)CN(C(=O)CSc1ncnc2sccc12)C1CCS(=O)(=O)C1 (stereo not given)	-4%	0%	19	x
13	O=C(NCCNC(=O)c1ccccc1[N+](=O)[O-])c1ccccc1[N+](=O)[O-]	x	-1%	24	x
14	CCOC(=O)CSc1nc2sccc2c(=O)[nH]1	-13%	-6%	8	1%
15	COc1ccc(CC(=O)NCc2nn(-c3ccccc3)nc2C)cc1OC	-3%	-27%	12	9%
16	O=C(NCc1ccncc1)C1=NN(c2ccccc2)C(=O)CC1	-8%	-7%	49	2%

No.	AmpC inh detg	Sm TGR inh	TbPYK inhibitor
9	1%	-18%	-4%
10	3%	7%	-4%
11	u	9%	-6%
12	-2%	u	1%
13	x	x	1%
14	-3%	-5%	0%
15	-1%	4%	2%
16	-6%	0%	6%

Only AmpC no deterg, AmpC inh detg and TbPYK inhibitor, for 2 of the compounds above:
#	SMILES	AmpC no deterg	AmpC inh detg	TbPYK inhibitor
13	O=C(NCCNC(=O)c1ccccc1[N+](=O)[O-])c1ccccc1[N+](=O)[O-]	x	x	1%
14	CCOC(=O)CSc1nc2sccc2c(=O)[nH]1	-13%	-3%	0%

New compounds follow
No.	SMILES	AmpC no deterg	AMA1 RON2 block	HCMV antiviral	LmPK inh
17	C=CCn1c(SCC(=O)NC(=O)c2cccn2C)nc2ccccc2c1=O	-43%	-7%	-24	-3%
18	COc1ccc(NC(=O)C2(C)Cc3c(-c4ccc5c(c4)OCO5)ccnc3O2)cc1 (stereo not given)	x	-17%	-62*	x
19	CCS(=O)(=O)Nc1cc(-c2nc3cccnc3s2)ccc1C	-28%	0%	82	-11%
20	N#CCC(=O)Nc1ncc(Cc2ccccc2Cl)s1	18µM*	107%[activator]	-20	-1%
21	CCn1c(=N)c(C(=O)NC2CCCC2)cc2c(=O)n3ccccc3nc21	x	x	3	x
22	CC1=C(C(=O)N2CCOCC2)CC(CC(=O)NCc2ccco2)C(=O)N1Cc1ccc(C(C)(C)C)cc1 (stereo not given)	x	-6%	6	x
23	COc1ccc2[nH]c(C)c(CCN(Cc3cccs3)C(=S)Nc3cccc(F)c3)c2c1	45µM*	-8%	x	4%
24	Cc1ccc(C(C)C)c(OCCSc2nc(-c3ccccc3F)nc3cc(=O)[nH]n23)c1	x	x	-10	x

No.	AmpC inh detg	Sm TGR inh	TbPYK inhibitor
17	1%	4%	5%
18	x	x	0%
19	-14%	1%	-5%
20	-8%	u	3%
21	1%	-7%	-2%
22	x	x	4%
23	3%	u	-8%
24	1%	2%	-4%

Carrying on.
No.	SMILES	AmpC no deterg	AMA1 RON2 block	HCMV antiviral	LmPK inh
25	O=C(N/N=C/c1cccnc1)c1ccccc1Br	-4%	-2%	53	4%
26	CC(C)(C)c1ccc(C(=O)NNC(=O)CNC(=O)c2cccs2)cc1	-32%	87%[activator]	35	x
27	Cc1ccc(C)c(S(=O)(=O)N2CCN(C(=O)CCCc3c[nH]c4ccccc34)CC2)c1	6%	-21%	u	x
28	COc1cc(C(=O)Nc2ccc(S(=O)(=O)Nc3cc(C)nc(C)n3)cc2)cc(OC)c1OC	-25%	-9%	-5	0%
29	COC(CNC(=O)c1ccc(N2CCc3ccccc32)c([N+](=O)[O-])c1)OC	29%	-22%	u	-2%
30	O=C(NCCCNCc1ccccc1)c1ccccn1	-11%	22%&58%	1&29	0%
31	Cc1nnc(SCC(C)C)[nH]c1=O	-15%	5%	4	3%
32	Cc1nc2nc(C)c(CCC(=O)NC(C)c3ccc4c(c3)OCCO4)c(C)n2n1 (stereo not given)	-8%	9%	16	-3%

No.	AmpC inh detg	Sm TGR inh	TbPYK inhibitor
25	0%	u	-13%
26	x	x	1%
27	1%	3%	6%
28	-6%	0%	9%
29	-4%	-10%	0%
30	-13%	-3%	-3%&-17%
31	-1%	20%	2%
32	-1%	1%	1%

More results follow.
No.	SMILES	AmpC no deterg	AMA1 RON2 block	HCMV antiviral	LmPK inh
33	CCc1c(C)n2nc(C)cc2[nH]c1=O	-20%	-17%	5	1%
34	O=C(CSC1=NS(=O)(=O)c2cc(F)ccc2N1)Nc1ccc(F)cc1	61%[activator]	-15%	-28	x
35	CS(=O)(=O)N(CC(=O)NCCSCc1ccccc1Cl)c1ccc(F)cc1	53%	1%	27	8%
36	COc1cccc(NC(=O)C2CC(=O)N/C(=N/NC(=O)c3ccc(C)cc3)S2)c1 (stereo not given)	-29%	120%[activator]	29	-1%
37	O=C(COc1ccccc1)NCC1COc2ccccc2O1 (stereo not given)	-11%	-12%	25	-1%
38	COc1ccc(S(=O)(=O)N(C)C)cc1NC(=O)CCNC(=O)c1ccco1	0%	15%	32	-15%
39	CCOc1cc(C(=O)N=c2sccn2C)ccc1OC(F)F	19%	-2%	39	-3%
40	O=C(c1ccccc1Br)N(Cc1ccccc1F)C1CCS(=O)(=O)C1 (stereo not given)	x	x	54	x

No.	AmpC inh detg	Sm TGR inh	TbPYK inhibitor
33	-9%	0%	0%
34	-22%	-7%	-4%
35	-5%	8%	-2%
36	-10%	13%	4%
37	-4%	-3%	-1%
38	u	1%	-6%
39	-5%	-9%	-1%
40	10%	21%	0%

Next compounds follow.
No.	SMILES	AmpC no deterg	AMA1 RON2 block	HCMV antiviral	LmPK inh
41	O=c1[nH][nH]c2cc([N+](=O)[O-])ccc12	x	5%	-8	x
42	CN(C)c1ccc(CNC(=O)C2CCN(c3nnc(-n4cccc4)s3)CC2)cc1	x	x	u	x
43	CC(=O)C1=C(O)C(=O)N(CCc2ccccc2)C1c1ccccc1[N+](=O)[O-] (stereo not given)	-16%	4%	-9	0%
44	COC(=O)/C(=N/Nc1cccc(C)c1)N1CCCc2ccccc21	-20%	5%	17	4%
45	O=C(CCS(=O)(=O)c1ccc2c(c1)NC(=O)CO2)Nc1cccc(C(F)(F)F)c1	x	x	-106*	x
46	O=C1CN(C(=O)c2cccc([N+](=O)[O-])c2)CC(=O)N1	-6%	-2%	14	10%
47	COc1ccccc1N=C1SCCCN1C	-9%	-4%	-13	4%
48	CCN1C(=O)/C(=c2\s/c(=C3\Sc4ccccc4N3C)c(=O)n2C)N(C)C1=S	-9%	x	x	-10%

No.	AmpC inh detg	Sm TGR inh	TbPYK inhibitor
41	x	x	-2%
42	19%	7%	-1%
43	-5%	-23%	7%
44	-8%	1%	-11%
45	13%	-1%	0%
46	-12%	-18%	-6%
47	-15%	1%	-15%
48	1%	-6%[57.1 µM]	x

Next section.
No.	SMILES	AmpC no deterg	AMA1 RON2 block	HCMV antiviral	LmPK inh
49	COc1ccc(C(=O)NCc2ccccn2)cc1	-11%	-7%	35	1%
50	COc1cc(NC(=O)COc2ccc(-n3ccnc3)cc2)cc(OC)c1	-14%	-7%	-87*	0%
51	O=C(Nc1ccc(-c2nnc3n2CCCCC3)cc1)c1cnccn1	8%	-1%	-27	10%
52	O=C1Nc2ccc(Br)cc2/C1=N\N=C\C1=C(N2CCOCC2)C(=C/c2ccccc2)/CC1	x	u	u	x
53	COc1ccccc1-n1nnnc1SCC(=O)Nc1oc(C)c2c(C)n[nH]c(=O)c12	-30%	19%	-1	x
54	CC(C)CSc1oc(-c2ccco2)nc1S(=O)(=O)c1ccc(Br)cc1	x	x	-19	x
55	Cn1c(=O)c2c(ncn2CC(O)CNc2ccc(Cl)cc2)n(C)c1=O (stereo not given)	x	5%	17	0%

No.	AmpC inh detg	Sm TGR inh	TbPYK inhibitor
49	u	-13%	-2%
50	-13%	-7%	-1%
51	-6%	-2%	-4%
52	x	x	-20%
53	-13%	-24%	-18%
54	7%	-18%	-1%
55	-11%	0%	6%

Of the compounds above, these contain fluorine:
No.	SMILES	AmpC no deterg	AMA1 RON2 block	HCMV antiviral	LmPK inh
23	COc1ccc2[nH]c(C)c(CCN(Cc3cccs3)C(=S)Nc3cccc(F)c3)c2c1	45µM*	-8%	x	4%
24	Cc1ccc(C(C)C)c(OCCSc2nc(-c3ccccc3F)nc3cc(=O)[nH]n23)c1	x	x	-10	x
34	O=C(CSC1=NS(=O)(=O)c2cc(F)ccc2N1)Nc1ccc(F)cc1	61%[activator]	-15%	-28	x
35	CS(=O)(=O)N(CC(=O)NCCSCc1ccccc1Cl)c1ccc(F)cc1	53%	1%	27	8%
39	CCOc1cc(C(=O)N=c2sccn2C)ccc1OC(F)F	19%	-2%	39	-3%
40	O=C(c1ccccc1Br)N(Cc1ccccc1F)C1CCS(=O)(=O)C1 (stereo not given)	x	x	54	x
45	O=C(CCS(=O)(=O)c1ccc2c(c1)NC(=O)CO2)Nc1cccc(C(F)(F)F)c1	x	x	-106*	x

No.	AmpC inh detg	Sm TGR inh	TbPYK inhibitor
23	3%	u	-8%
24	1%	2%	-4%
34	-22%	-7%	-4%
35	-5%	8%	-2%
39	-5%	-9%	-1%
40	10%	21%	0%
45	13%	-1%	0%
